H9c2 protect = cardioprotection against H2O2-induced cell death, primary screen, uHTS, H9c2 cells, ATPLite luminescence; H9c2 cardiomyocytes, H2O2 injury protection, 2 h; protection from H2O2 cell death, % at 20 µM; actives 0.63% (n = 360,000); AID 588492, 2011;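 active = compounds giving at least 50% protection of heart cells from peroxide-induced death in the single-dose screen, raw or plate-pattern-corrected value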;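 also: 0% = DMSO wells with peroxide and 100% = DMSO wells without peroxide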
PDI turbidity = inhibitors of human PDI, primary screen, biochemical, turbidity, single point, plate reader. Protein disulfide-isomerase (Homo sapiens), P07237. PDI insulin aggregation turbidity, A650, 90 min. inhibition, % at 10 µM. actives 0.052% (n = 350,000). AID 588391, 2011;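 active = mean inhibition across replicates of 30% or more, whatever share of single replicates reach that level; inconclusive = mean inhibition below 30% while every single replicate reaches 30%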;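 also: absorbance from insulin aggregation driven by PDI reduction with DTT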
Target sequence (P07237 whole entry, looked up): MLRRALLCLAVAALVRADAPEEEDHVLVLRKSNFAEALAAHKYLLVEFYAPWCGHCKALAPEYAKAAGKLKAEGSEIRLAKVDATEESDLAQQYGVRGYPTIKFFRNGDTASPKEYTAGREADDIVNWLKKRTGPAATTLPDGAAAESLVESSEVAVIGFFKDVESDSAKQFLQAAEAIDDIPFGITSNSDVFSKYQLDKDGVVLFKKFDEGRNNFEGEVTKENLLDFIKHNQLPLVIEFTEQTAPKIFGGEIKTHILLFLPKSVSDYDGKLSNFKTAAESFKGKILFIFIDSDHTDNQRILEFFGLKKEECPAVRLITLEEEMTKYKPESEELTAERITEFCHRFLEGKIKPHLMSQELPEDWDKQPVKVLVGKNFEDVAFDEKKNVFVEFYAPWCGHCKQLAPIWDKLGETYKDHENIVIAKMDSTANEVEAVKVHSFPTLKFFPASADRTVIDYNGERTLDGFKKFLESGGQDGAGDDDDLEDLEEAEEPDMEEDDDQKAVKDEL
m5-HT2A agonist = mouse Htr2a agonists via beta-arrestin recruitment, primary screen, cell-based, luminescence | 5-hydroxytryptamine receptor 2A (Mus musculus), P35363 | CHO-K1 mHTR2A beta-arrestin complementation; percent of 30 µM serotonin response | activation, % at 7.6 µM | AID 624169, 2012 | actives 0.66% (n = 360,000);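 active = activation above a run cutoff, the mean activation of all tested compounds plus 3 SD, cut at about 14% in these data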;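 also: 0% = plate median of compound wells and 100% = 30 µM serotonin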
Granule exo inh = LAMP-1 surface exposure blockers, TALL-104 cells – cell-based, flow cytometry, MLPCN library, primary screen. actives 0.66% (n = 360,000). inhibition, % at 10 µM. TALL-104 LAMP-1 surface exposure; cells stimulated with thapsigargin and PMA;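 active = inhibition above about 55%, limit read from the data; inconclusive = no clear call, values can overlap the other calls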
MC4R antag cAMP = MC4R antagonists of cAMP signaling, primary screen, cell-based, TR-FRET, antagonist arm of biased-ligand search; Melanocortin receptor 4 (Homo sapiens), P32245; MC4R-expressing cells, MTII-stimulated cAMP, LANCE TR-FRET; inhibition, % at 6.5 µM; actives 0.48% (n = 360,000);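 active = inhibition above its plate's cutoff, the mean of tested wells on that plate plus 3 SD, cut at about 29% in these data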;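 also: 0% = Melanotan II alone and 100% = Melanotan II plus saturating MCL0020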
Target sequence (P32245 whole entry, looked up): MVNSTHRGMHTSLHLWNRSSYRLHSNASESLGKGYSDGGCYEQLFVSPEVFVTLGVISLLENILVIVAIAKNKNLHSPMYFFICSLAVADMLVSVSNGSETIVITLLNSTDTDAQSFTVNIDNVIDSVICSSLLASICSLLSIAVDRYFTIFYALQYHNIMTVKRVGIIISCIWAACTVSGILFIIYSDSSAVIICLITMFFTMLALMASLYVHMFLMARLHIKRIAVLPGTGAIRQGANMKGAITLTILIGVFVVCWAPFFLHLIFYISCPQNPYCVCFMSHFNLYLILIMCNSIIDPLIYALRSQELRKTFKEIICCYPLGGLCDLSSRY
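system = U2OS cells with stable human MC4R expression | also added = Melanotan II challenge after compound preincubation | dosing = one concentration, 6.5 µM nominal | incubation = compound 30 min, challenge 1 h, detection 1 h | measured by = TR-FRET with Eu-cAMP and labeled anti-cAMP, 671 nm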
ABCB6 inh 2 = ABCB6 transporter inhibitors, primary screen, K562-ABCB6 cells, flow cytometry, MLPCN library; actives 0.19% (n = 360,000); ATP-binding cassette sub-family B member 6 (Homo sapiens), Q9NP58; K562-ABCB6 porphyrin accumulation, 1 h; active compounds read low; AID 602162, 2011; fluorescence ratio to DMSO, % at 10 µM;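 active = fluorescence ratio to DMSO below 75%, the collection mean minus 3 SD; inconclusive = too few cells collected in the well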;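 also: signal is porphyrin accumulated inside mitochondria; 100% equals median channel fluorescence of DMSO control wells; lower ratio means ABCB6 inhibition with less porphyrin fluorescence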
MC4R ag barr = MC4R agonists recruiting beta-arrestin, primary screen, cell-based, luminescence, agonist arm of biased-ligand search. Melanocortin receptor 4 (Homo sapiens), P32245. U2OS MC4R beta-arrestin complementation; percent of melanotan II response, DMSO zero. activation, % at 8.9 µM. actives 0.98% (n = 360,000);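 active = activation above a per-plate cutoff, the mean activation of sample wells on that plate plus 3 SD, cut at about 8% in these data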
CaV13 ICDI inh = Primary screen for inhibitors of IQ motif and Ca2+-dependent inactivation inhibitor domain binding in CACNA1D, Förster resonance energy transfer in living cells, …. actives 0.098% (n = 340,000). inhibition, % at 12.3 µM. HEK cells, CFP/YFP FRET ICDI-IQ, plate reader, 10 min; percent FRET-ratio fall versus neutral wells. AID 743397;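 active = mean replicate inhibition of at least 30% and at least 1% of replicates passing that level; inconclusive = only one of the two criteria is met; inactive = neither criterion is met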;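 also: 0% = median of the neutral control wells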
Glyco luc inh = increase of ERlucT glycosylation luciferase signal, primary screen, N-linked glycosylation inhibitor project, D54 ERlucT cells, luminescence, set 2 | actives 0.23% (n = 360,000) | reporter increase, % at 12.5 µM | D54 ERlucT glycosylation luciferase reporter, 24 h; percent of 100 nM tunicamycin response | AID 588692, 2011;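 active = mean luciferase reporter signal, scaled so untreated is 0 and the glycosylation-blocking control 100, at or above a set limit in every replicate; inconclusive = mean reaches the limit but not every replicate does; inactive = mean below the limit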;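 also: luciferase carries N-glycosylation sites so blocking glycosylation raises the light; 0% = median of neutral control wells and 100% = median of 100 nM tunicamycin wells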
ABHD5-PLIN5 inh = ABHD5-PLIN5 interaction inhibitors, primary screen, cell lysate, split luciferase complementation, luminescence. AID 602281, 2012. Split G. princeps luciferase complementation, 4 h. actives 0.78% (n = 360,000). Perilipin-5 (Homo sapiens) + 1-acylglycerol-3-phosphate O-acyltransferase ABHD5 (Homo …. inhibition, % at 4 µM;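 active = inhibition above the mean inhibition across every tested compound plus 3 SD, cut at about 22% in these data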;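 also: 0% = DMSO only wells and the 100% control is not disclosed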
An asterisk follows results filed as active; ? = inconclusive; nt = no result given.

SMILES	H9c2 protect	PDI turbidity	m5-HT2A agonist	Granule exo inh	MC4R antag cAMP	ABCB6 inh 2	MC4R ag barr	CaV13 ICDI inh	Glyco luc inh	ABHD5-PLIN5 inh
O=C(N/N=C/C(Cl)=C\c1ccccc1)c1cccs1	-2	2	-9	11	12	100	-0.6	-3	-7	2
CCC(C(=O)NC1CCCC1)N(C(=O)Cn1nnc(-c2ccc(C)o2)n1)c1ccc(OC)cc1 (centres undefined)	1	-3	1	11	-3	98	1.7	-2	-1	3
O=S(=O)(NCCCCCNS(=O)(=O)c1c(F)cccc1F)c1ccc2c(c1)OCCO2	-11	2	-10	-2	9	108	-2.0	-4	-2	-6
O=C(NN=C(c1ccccc1)c1ccccc1)C(CCl)C1CCCCC1 (centres undefined)	-1	-1	6	-10	2	104	-0.8	-4	-1	-6
O=C(Nc1ccc(CN2CCOCC2)cc1)c1ccc(-c2ccc(Br)cc2)o1	-1	-5	-5	11	17	96	3.1	-9	3	3
Cc1c(C(=O)NCCCN2CCOCC2)oc2ccc(S(=O)(=O)N3CCOCC3)cc12	20	20	-2	0	4	101	2.0	-5	-1	2
CN(C)S(=O)(=O)c1ccc(S(=O)(=O)N2CCN(CCC#N)CC2)cc1	-5	nt	0	6	-2	103	1.6	-10	-7	-3
CCCC(=O)N1CCC1(C)C(=O)NS(=O)(=O)c1cccs1 (centres undefined)	6	16	0	-1	1	103	0.4	-6	1	5
Nc1ccc2ncccc2c1	4	-24	12	-2	-3	110	0.7	-8	4	-7
N#Cc1ccc(OCC(=O)N2CCc3ccccc32)cc1	-3	9	4	-1	2	96	-0.3	-6	0	8
O=C(Cn1c(=O)oc2cc(S(=O)(=O)N3CCCCC3)ccc21)N1CCCCC1	3	0	-3	1	5	97	-0.6	-6	-1	1
O=C(CN1CCOCC1)Nc1c(-c2ccccc2)c2cc(Br)ccc2[nH]c1=O	3	1	-1	8	6	98	-1.2	-5	4	-1
C[C@@H]1CC[C@]2(C(=O)O[C@@H]3O[C@H](CO)[C@@H](O)[C@H](O)[C@H]3O)CC[C@]3(C)C(=CCC4[C@@]5(C)CC[C@H](O[C@@H]6OC[C@H](O)[C@H](O[C@@H]7O[C@H](CO)[C@@H](O)[C@H](O)[C@H]7O)[C@H]6O)C(C)(C)C5CC[C@]43C)C2[C@]1(C)O (some centres undefined)	2	-4	9	1	-1	94	-1.2	-11	3	2
O=C(NCC1CCCCC1)c1ccc(Cl)nc1	-1	12	0	-7	-2	159	0.0	-4	4	-13
COc1ccc(/C=C/c2cc(O)cc(O[C@@H]3O[C@H](CO)[C@@H](O)[C@H](O)[C@H]3O)c2)cc1O	-19	2	4	-4	-9	91	-0.6	-5	-2	1
CC(=O)c1ccc(NC(=O)c2ccc(-n3cnnn3)cc2)cc1	2	-7	3	9	-7	97	-1.1	-6	1	-2
CCCNC(=O)C1(C)CCCN(CCOc2ccccc2)C1 (centres undefined)	3	-7	-3	-8	4	83	-2.6	-5	-4	-8
c1ccn(-c2ccc(N3CCOCC3)cc2)c1	-14	9	5	1	0	105	-1.8	-5	-3	-3
CC(C)CNC(=O)C1(N2C(=O)c3ccccc3C2=O)CCCC1	6	0	2	-9	5	96	-0.1	nt	1	8
O=C(O)C1CCC(=O)N(C2CC2)C1c1ccccc1 (centres undefined)	0	-4	2	-4	1	93	-0.5	nt	0	4
CCCn1nnnc1NCc1c(Cl)cccc1Cl	0	-2	0	-4	12	103	-1.9	8	1	2
Cc1ccc(S(=O)(=O)N2CCN(C(=O)COC(=O)CNC(=O)c3ccccc3)CC2)c(C)c1	-2	2	1	5	7	94	-2.5	-5	1	-17
COc1cc(/C=C2\SC(N)=NC2=O)ccc1O	0	0	-5	3	-4	99	0.1	-1	-8	-29
O=C(NCCc1ccc(F)cc1)c1ccncc1	5	-2	-8	37	5	102	-0.4	-2	3	15
CC(=O)n1c2ccccc2c2ccccc21	1	-4	6	-1	-6	103	-1.1	-6	1	5
O=C(CN1C(=O)NC2(CCCCCCC2)C1=O)Nc1ccc(Cl)cc1	2	-9	-2	-4	7	91	-0.8	-2	11	-8
Cc1cccc(C(=O)Nc2cc(=O)n(C)c(=O)n2C)c1	10	2	0	2	14	99	-0.8	-6	-1	2
COc1ccnc(N=CNOCc2cccc(C(F)(F)F)c2)c1C#N	3	-6	-1	-4	1	99	2.1	-3	0	1
Cc1ccc(N=c2sc(C)c(C)n2C)cc1	8	-10	-6	5	25	105	1.0	-5	-2	-3
COc1ccccc1NC(=O)C1CCN(S(C)(=O)=O)CC1	-2	-10	-6	-5	6	97	-0.4	-5	0	7
CO/N=C/NC(=O)NOCc1c(Cl)cccc1Cl	5	6	1	7	-8	96	3.4	nt	0	7
Cc1nc(C(F)(F)F)c(C(=O)N/N=C(\N)c2ccccn2)s1	23	-3	-7	-1	0	102	-4.7	-4	2	2
CCOC(=O)c1sc(N2N=C(C)/C(=C\c3ccc(OCC(=O)OC)cc3)C2=O)nc1C	58*	-3	2	-1	31*	101	-1.8	-8	3	1
CCOc1cc(/C=N/NC(=O)c2cc(C3CC3)[nH]n2)ccc1O	-4	1	-2	7	-6	105	-2.0	9	-2	-2
CCOC(=O)C1CCCN(C/C=C/c2ccccc2[N+](=O)[O-])C1 (centres undefined)	0	2	-8	-4	5	97	-1.7	-8	1	7
O=C(CCc1nnc2ccc(NCc3ccco3)nn12)Nc1ccccn1	6	-2	7	-5	2	91	-1.6	-15	0	12
COc1cccc(OCC(O)CNC(=O)c2oc3c(C)c(C)ccc3c2C)c1 (centres undefined)	0	13	0	-8	3	93	1.1	6	6	7
CCc1cccc(CC)c1NC(=O)COC(=O)CC1c2ccccc2CCN1S(=O)(=O)c1ccc(F)cc1 (centres undefined)	0	8	4	1	10	101	-0.9	-4	-4	0
Cc1cc2c(cc(C(=O)OC(C(=O)NCC3CCCO3)C(C)C)n2C)o1 (centres undefined)	-15	-13	2	2	-3	100	-0.3	2	0	-4
CC(C)c1ccc(CN(C(=O)c2cccs2)C2CCS(=O)(=O)C2)cc1 (centres undefined)	-9	-2	15*	13	3	82	0.5	-3	1	3
CCOC(=O)Cc1nc2ccccc2[nH]1	4	1	6	-3	3	101	-2.4	-11	1	1
O=C(CN(C(=O)c1csnn1)c1cccc2ccccc12)NC1CCCC1	4	5	0	-1	-1	97	-1.6	-4	-2	4
CSc1nc(C)cc(OCNC(=O)c2cccs2)n1	12	0	2	-4	24	94	0.9	-5	1	-1
C=CCSc1nc2ccccc2n1S(=O)(=O)c1ccc(C)cc1	-2	1	-3	0	13	98	-0.4	0	2	4
Cc1ccc(-c2nc(CC(=O)Nc3cccc(S(=O)(=O)NC4=NCCC4)c3)cs2)cc1	-3	4	-4	2	9	100	-1.9	-3	-2	-7
COC(=O)c1ccc(NC(=O)c2cc(Cl)ccc2OC)cc1	-9	3	2	3	5	95	0.4	-2	1	2
CC(=O)NC(c1cccc(F)c1)c1nc(-c2ccccc2C)cs1 (centres undefined)	-4	-7	-4	7	4	94	-1.5	-5	19	-6
CC1CCCC(NC(=O)COC(=O)c2ccccc2[N+](=O)[O-])C1C (centres undefined)	0	2	7	3	1	86	2.6	-5	2	8
Cc1ccc(OCCNC(=O)c2cc(C3CC3)nc3c2cnn3C(C)C)cc1	-12	13	-13	1	4	100	-0.8	-2	2	-7
Cc1ccc(CNC(=O)c2ccc(N3CCC4(CC3)CC(c3cccc(Br)c3)=NO4)c(NC(=O)c3ccco3)c2)cc1	-1	-4	0	5	6	101	1.4	-10	1	1
Cc1nc(NC(=O)c2ccc(OCC(C)C)cc2)sc1Cc1ccc2c(c1)OCO2	-16	-4	-5	-4	10	99	-2.6	-5	-1	-4
COC(=O)N/N=C/c1ccccc1	-6	-3	-4	0	1	95	-2.1	-3	0	-4
CC(CC(=O)Nc1ccc2c(c1)c(=O)n(C)n2-c1cccs1)c1ccccc1 (centres undefined)	1	5	-8	3	-8	100	1.3	-5	?	-8
CCOc1ccc(N=C2SC(C(=O)Nc3ccccc3C#N)C(N)=C2C(=O)Nc2ccc(Cl)cc2)cc1 (centres undefined)	-1	12	-3	0	26	103	1.3	-7	-1	-2
CCc1ccc(C(=O)COC(=O)c2cccc(N3C(=O)c4c(C)nc5ccccc5c4C3=O)c2)cc1	-16	4	1	-2	1	93	-1.3	-3	-5	-2
CCCN(CCC)C(=O)c1ccc2c(=O)n(Cc3ccco3)c(=S)[nH]c2c1	-1	-1	-5	-1	3	95	-3.6	-6	-2	4
COC(=O)[C@@H]1C[C@@]2(O)[C@H](O)[C@H](O)[C@H](O)C[C@H]2N1C/C=C/c1ccccc1	2	1	1	-2	2	96	-0.9	-9	4	-1
NS(=O)(=O)c1cccc(NC(=O)COC(=O)C2CCN(S(=O)(=O)c3cccs3)CC2)c1	4	1	1	2	-8	100	0.0	-2	-1	-1
O=S(=O)(c1ccc(Cl)cc1)N1CCN(C2CCCCCC2)CC1	-16	-14	-1	-13	4	189	-0.4	-3	-1	0
Cc1ccc(N2CC(C(=O)N3CCCCC3)CC2=O)cc1C (centres undefined)	-1	2	-1	-2	12	103	2.1	-6	-2	-3
COc1cccc(CN2C(=O)C(C)Oc3ccccc32)c1 (centres undefined)	-4	-1	9	-5	10	100	-0.2	-14	1	2
Cc1ccc(CN2CCN(/N=C/c3cc(Br)cc(Br)c3O)CC2)c(C)c1	-2	1	4	-3	14	98	3.6	-3	1	-9
COc1ccc(CCNC(=O)COC(=O)/C=C/c2cc(OC)ccc2OC)cc1	8	-8	-6	-4	14	101	1.0	-2	-1	4

Screening data from PubChem BioAssay.
